Bioassay records (PubChem BioAssay)
U2OS ROS induce – inducers of reactive oxygen species in cancer cells. U2OS ROS induction, H2DCF-DA fluorescence. ROS induction (% of piperlongumine), % at 10 µM. actives 2% (n = 46,000); in the data active means ROS induction above about 79%, passing the limit was not always enough;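 further: 0% = DMSO vehicle median and 100% = reference compound median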
Starred values were filed as active, the others as inactive.

smiles	U2OS ROS induce
Cc1noc(C)c1NC(=O)N(C)C[C@H]1Oc2c(NC(=O)Nc3ccc(C(F)(F)F)cc3)cccc2C(=O)N([C@@H](C)CO)C[C@H]1C	-2.5
C[C@H]1CN([C@@H](C)CO)C(=O)Cc2cc(NC(=O)Cn3cnnn3)ccc2O[C@H]1CN(C)CC1CCCCC1	-0.5
Cc1noc(C)c1NC(=O)Nc1ccc2c(c1)C(=O)N([C@H](C)CO)C[C@H](C)[C@@H](CN(C)C(=O)Nc1ccc3c(c1)OCO3)OCCCC[C@@H](C)O2	-1.5
COc1ccc(CN(C)C[C@@H]2Oc3ccc(NC(=O)Nc4ccccc4)cc3C(=O)N([C@H](C)CO)C[C@H]2C)cc1	-5.0
Cc1cc(O)c(C(=O)/C=C/N(C)C)c(=O)o1	19.1
CN(Cc1ccccc1)S(=O)(=O)c1ccc(C(=O)Nc2ccc(-c3nc4ccccc4[nH]3)cc2)cc1	-7.1
CN1C(=O)CN(C2CCCCC2)C1=O	-3.2
O=C(NCc1ccco1)C1OCCc2ccccc21 (configuration not stated)	-1.0
OC(CNCc1ccccc1)Cn1c2ccc(Cl)cc2c2cc(Cl)ccc21 (configuration not stated)	4.0
CC(=O)N[C@H]1[C@H](O[C@@H]2[C@@H](O)[C@H](C)O[C@@H](Oc3ccc4c(=O)c(-c5ccc(O)cc5)coc4c3)[C@@H]2O)O[C@H](CO)[C@@H](O[C@@H]2O[C@@H](C)[C@H](O)[C@@H](O)[C@H]2O)[C@@H]1O	-8.8
C[C@@H]1CN([C@@H](C)CO)C(=O)c2cccc(NC(=O)CCCCCC(=O)Nc3ccccc3N)c2O[C@@H]1CN(C)C(=O)Nc1cccc2ccccc12	67.3
C[C@@H]1CN([C@@H](C)CO)C(=O)Cc2cc(N(C)C)ccc2O[C@@H]1CN(C)Cc1ccc(C(F)(F)F)cc1	-1.7
COc1ccc(S(=O)(=O)Nc2cccc3c2O[C@@H](CN(C)CC2CCCCC2)[C@@H](C)CN([C@H](C)CO)C3=O)cc1	4.3
Nc1nnc(SCC(=O)NC2CCCCC2)n1-c1ccccc1	-1.9
CCCCC(CC)CSc1nc2ncccc2[nH]1 (configuration not stated)	1.1
Cc1noc(C)c1NC(=O)N(C)C[C@@H]1Oc2c(NC(=O)Nc3ccc4c(c3)OCO4)cccc2C(=O)N([C@H](C)CO)C[C@H]1C	-4.9
Cc1noc(C)c1NC(=O)N(C)C[C@@H]1Oc2ccc(NS(=O)(=O)c3cn(C)cn3)cc2C(=O)N([C@H](C)CO)C[C@@H]1C	-12.4
C[C@@H]1CN([C@@H](C)CO)C(=O)Cc2cc(NC(=O)Nc3cccc4ccccc34)ccc2O[C@@H]1CN(C)C(=O)Nc1ccccc1	57.8
C[C@@H]1CCCCO[C@H](CN(C)Cc2ccc(C(F)(F)F)cc2)[C@@H](C)CN([C@H](C)CO)C(=O)c2cc(NC(=O)Nc3ccc(C(F)(F)F)cc3)ccc2O1	6.1
Cc1ccc2c(c1)NC(C(F)(F)F)(C(F)(F)F)NC2=O	30.8

Molecules above that have a CF3 group:
smiles	U2OS ROS induce
Cc1noc(C)c1NC(=O)N(C)C[C@H]1Oc2c(NC(=O)Nc3ccc(C(F)(F)F)cc3)cccc2C(=O)N([C@@H](C)CO)C[C@H]1C	-2.5
C[C@@H]1CN([C@@H](C)CO)C(=O)Cc2cc(N(C)C)ccc2O[C@@H]1CN(C)Cc1ccc(C(F)(F)F)cc1	-1.7
C[C@@H]1CCCCO[C@H](CN(C)Cc2ccc(C(F)(F)F)cc2)[C@@H](C)CN([C@H](C)CO)C(=O)c2cc(NC(=O)Nc3ccc(C(F)(F)F)cc3)ccc2O1	6.1
Cc1ccc2c(c1)NC(C(F)(F)F)(C(F)(F)F)NC2=O	30.8

Next entries follow:
smiles	U2OS ROS induce
C[C@@H]1CN([C@H](C)CO)C(=O)c2cccc(NS(=O)(=O)c3ccccc3)c2O[C@H]1CN(C)CC1CC1	-2.6
Cc1ccc(NC(=O)C(C)n2cc([N+](=O)[O-])cn2)cc1C (configuration not stated)	5.4
Cc1cc(C(=O)Nc2cccc3c2O[C@H](CN(C)S(=O)(=O)c2ccc(Cl)cc2)[C@@H](C)CN([C@@H](C)CO)C3=O)n(C)n1	-6.0
C[C@H]1CN([C@@H](C)CO)C(=O)c2cccc(NC(=O)C3CCOCC3)c2O[C@H]1CN(C)C	-4.5
COc1ccc(NC(=O)N(C)C[C@H]2Oc3ccc(NC(=O)Nc4c(C)noc4C)cc3C(=O)N([C@@H](C)CO)C[C@H]2C)cc1	19.5
COC(=O)CCCCCCC(=O)N/N=C/c1ccc(OC)c(OC)c1	6.9
CCOc1ccc(NC(=O)CC2C(=O)NCCN2C(=O)c2ccccc2)cc1 (configuration not stated)	-2.8
C[C@H]1CN([C@@H](C)CO)C(=O)c2cc(NC(=O)Nc3cccc4ccccc34)ccc2O[C@@H]1CN(C)C	-13.1
Clc1snnc1CN1CCOCC1	-9.7
COc1ccccc1NC(=O)COc1ccc(Cl)cc1CO	12.0
CC(C(=O)Nc1ccccc1-c1ccccc1)N(c1ccccc1)S(C)(=O)=O (configuration not stated)	-3.9
C[C@@H]1CN([C@H](C)CO)C(=O)c2cccc(NC(=O)Nc3ccccc3)c2O[C@H]1CN(C)C(=O)NC1CCCCC1	15.6
CN(CC(=O)O)c1ncc(-c2nnnn2-c2ccccc2)c(-c2ccccc2Cl)n1	-4.8
CC[C@@H]1/C=C(\C)C[C@H](C)C[C@H](OC)[C@H]2O[C@@](O)(C(=O)C(=O)N3CCCC[C@H]3C(=O)O[C@H](/C(C)=C/[C@@H]3CC[C@@H](O)[C@H](OC)C3)[C@H](C)[C@@H](O)CC1=O)[C@H](C)C[C@@H]2OC	25.3
C[C@H](CO)N1C[C@H](C)[C@@H](CN(C)C)Oc2ccc(NC(=O)Nc3cccc4ccccc34)cc2C1=O	-3.6
O=C(O)CCc1c(C(=O)O)[nH]c2cc(Cl)cc(Cl)c12	-1.7
CC(C)NC(=O)Nc1ccc2c(c1)C(=O)N([C@@H](C)CO)C[C@H](C)[C@@H](CN(C)C(=O)Nc1ccccc1)O2	-0.9
C[C@@H]1CN([C@H](C)CO)C(=O)c2cccc(NC(=O)Nc3ccc(C(F)(F)F)cc3)c2O[C@@H]1CN(C)CC1CC1	1.3
COc1ccc(NC(=O)N(C)C[C@@H]2Oc3ccc(NC(=O)Cc4cn(C)c5ccccc45)cc3C(=O)N([C@H](C)CO)C[C@@H]2C)cc1	-9.9
O=C(Cn1nc(Cc2cccnc2)c2ccccc2c1=O)N1CCCC1	-15.3
C[C@@H]1CCCCO[C@@H](CN(C)C(=O)Nc2ccc3c(c2)OCO3)[C@@H](C)CN([C@H](C)CO)C(=O)c2cc(NC(=O)Nc3ccc4c(c3)OCO4)ccc2O1	2.0
C/C=C(\C)C(=O)O[C@H]1C=C(CO)C(=O)[C@H](OC(C)=O)[C@H]1C(C)C	25.0
Cc1oc2nc(SCC(=O)N3CCCCC3)nc(N)c2c1C	-15.3
C[C@H]1CN([C@@H](C)CO)C(=O)c2cc(N(C)C)ccc2O[C@@H]1CN(C)C(=O)Nc1cccc2ccccc12	26.9
C=C1CCCC(C)(C(=O)OC)C1CC/C(C)=C/CCC1=CC(=O)OC1 (configuration not stated)	6.6
Oc1ccccc1-c1cc(-c2ccccc2O)nc(-c2ccccc2)n1	1.7
C[C@@H]1CN([C@@H](C)CO)C(=O)c2cc(NS(=O)(=O)c3ccccc3)ccc2O[C@@H]1CN(C)CC1CCCCC1	34.8
CC(C)(C)c1cc(C(=O)NCc2ccco2)ccn1	-2.3
Cc1cc(Cl)ccc1OCC(=O)Nc1cccc(NC(=O)c2ccccc2Cl)c1	-6.5
Cc1noc(C)c1S(=O)(=O)Nc1ccc2c(c1)CC(=O)N([C@@H](C)CO)C[C@@H](C)[C@@H](CN(C)CC1CC1)O2	-1.2
C[C@H]1CN([C@@H](C)CO)C(=O)Cc2cc(NC(=O)Cn3cnnn3)ccc2O[C@H]1CN(C)Cc1ccncc1	-12.5
C=CCC/C=N/NC(=O)CCCCCCC(=O)Nc1ccccc1O	6.2
C[C@@H]1CCCCO[C@H](CN(C)C(=O)c2ccccc2)[C@@H](C)CN([C@H](C)CO)C(=O)c2cc(NS(=O)(=O)c3ccc(Cl)cc3)ccc2O1	5.2
COc1ccc(CN(C)C[C@@H]2Oc3c(NC(=O)C4CCCCC4)cccc3C(=O)N([C@@H](C)CO)C[C@H]2C)cc1	14.7
Cc1noc(C)c1S(=O)(=O)Nc1ccc2c(c1)C(=O)N([C@H](C)CO)C[C@@H](C)[C@@H](CN(C)S(=O)(=O)c1cccs1)O2	5.5
C[C@H](CO)N1C[C@H](C)[C@H](CN(C)S(=O)(=O)c2cccs2)Oc2ncc(C#Cc3ccc(F)cc3)cc2C1=O	11.1
C[C@H]1CN([C@@H](C)CO)C(=O)Cc2cc(NC(=O)Cn3cnnn3)ccc2O[C@@H]1CN(C)Cc1ccc(-c2ccccc2)cc1	19.2
CNC(=O)CSCc1ccc(Br)cc1	-8.6
Cc1ccc(OCC(=O)Nc2ccc(Cl)cc2C(=O)O)cc1C	3.1
CCOc1ccc(CC(=O)NCc2cn3ccc(C)cc3n2)cc1	-11.0
COc1ccc(C2COc3cc(O)ccc3C2)c(O)c1 (configuration not stated)	-11.4
OCC(CO)(CO)NC(=S)Nc1cc(Cl)cc(Cl)c1	-8.7
CC1CCN(C(=O)c2ccccc2Br)CC1	-0.2
Cc1cc(CNC(=O)c2cc(C)n(C)n2)c(C(F)(F)F)o1	3.3
C[C@@H]1CN([C@H](C)CO)C(=O)Cc2cc(NC(=O)Nc3ccc(C(F)(F)F)cc3)ccc2O[C@@H]1CN(C)S(=O)(=O)c1ccccc1	1.8
C[C@H](CO)N1C[C@H](C)[C@@H](CN(C)C(=O)NC2CCCCC2)Oc2c(NS(=O)(=O)c3ccccc3)cccc2C1=O	-7.5
COc1ccc(OCC(=O)N2c3ccccc3C(C)(c3ccccc3)CC2(C)C)cc1 (configuration not stated)	-4.2
CC(C)NC(=O)N(C)C[C@@H]1OCCCC[C@@H](C)Oc2ccc(NS(=O)(=O)c3ccccc3)cc2C(=O)N([C@H](C)CO)C[C@@H]1C	1.0
Cc1ccc2nc(SCc3nc4ccccc4n3C)[nH]c2c1	4.6
CNC(=O)CN(c1ccc(C)cc1)S(=O)(=O)c1ccc(Cl)cc1	11.5
C[C@@H]1CN([C@H](C)CO)C(=O)c2cccc(NC(=O)c3nc4ccccc4s3)c2O[C@@H]1CN(C)Cc1ccc(Oc2ccccc2)cc1	5.8
O=C(O)CCCCCCC(=O)N/N=C/c1cc(Br)cc(Br)c1O	-3.7
C[C@@H]1CCCCO[C@@H](CN(C)Cc2ccc(Cl)c(Cl)c2)[C@@H](C)CN([C@H](C)CO)C(=O)c2cc(NC(=O)c3ccccc3)ccc2O1	33.6
C[C@H](CO)N1C[C@H](C)[C@H](CN(C)Cc2ccc3c(c2)OCO3)Oc2ccc(N(C)C)cc2CC1=O	6.3
Cc1nc(C)c(C(=O)C2C(=O)C(=O)N(CCN(C)C)C2c2ccccc2F)s1 (configuration not stated)	-3.5
CC(C)NC(=O)N(C)C[C@@H]1Oc2c(NC(=O)Nc3cccc4ccccc34)cccc2C(=O)N([C@@H](C)CO)C[C@@H]1C	1.2
Cc1ccnc(SCC(=O)Nc2cccc(Cl)c2)n1	-33.7
C[C@@H]1CN([C@H](C)CO)C(=O)Cc2cc(NS(=O)(=O)c3cn(C)cn3)ccc2O[C@@H]1CN(C)C(=O)Nc1ccc(F)cc1	30.2
C[C@@H]1CN([C@H](C)CO)C(=O)c2cccc(NS(=O)(=O)c3cccs3)c2O[C@H]1CN(C)C(=O)Nc1ccc2c(c1)OCO2	-6.3
CCc1oc2ccccc2c1C(=O)c1cc(Br)c(O)c(Br)c1	5.0

Further entries.
smiles	U2OS ROS induce
C[C@H]1CN([C@@H](C)CO)C(=O)c2cccc(NC(=O)C3CCCCC3)c2O[C@H]1CN(C)S(=O)(=O)c1ccc(Cl)cc1	6.9
COc1ccc(CN(C)C[C@@H]2Oc3c(NS(=O)(=O)c4ccc(Cl)cc4)cccc3C(=O)N([C@H](C)CO)C[C@@H]2C)cc1	-3.5
O=C(NCC(O)CO)[C@]1(CCS(=O)(=O)c2ccccc2)N=C(c2ccc(OCCCO)cc2)O[C@@H]1c1ccccc1 (some centres not stated)	24.0
C[C@@H]1CN([C@H](C)CO)C(=O)Cc2cc(NC(=O)C3CC3)ccc2O[C@H]1CN(C)Cc1ccc(Cl)c(Cl)c1	5.4
NS(=O)(=O)c1ccc(NC(=S)NCc2cccnc2)cc1	-11.9
COc1ccc(S(=O)(=O)N(C)C[C@@H]2Oc3ccc(NS(=O)(=O)c4ccc(F)cc4)cc3C(=O)N([C@H](C)CO)C[C@@H]2C)cc1	6.2
O=S(=O)(NCCCn1ccnc1)c1ccc2ccccc2c1	-2.3
Cc1noc(C)c1S(=O)(=O)Nc1ccc2c(c1)CC(=O)N([C@H](C)CO)C[C@H](C)[C@H](CN(C)Cc1ccncc1)O2	-9.0
COc1ccc(NC(=O)N(C)C[C@@H]2OCc3cn(nn3)CCCC(=O)N([C@@H](C)CO)C[C@@H]2C)c(OC)c1	-3.2
COc1ccc(S(=O)(=O)N(C)C[C@H]2Oc3ccc(NC(=O)Cc4ccccc4)cc3C(=O)N([C@H](C)CO)C[C@@H]2C)cc1	-2.3

3 structures already listed, sorted by molar mass, low to high.
smiles	U2OS ROS induce
Cc1ccc2nc(SCc3nc4ccccc4n3C)[nH]c2c1	4.6
COc1ccc(NC(=O)N(C)C[C@H]2Oc3ccc(NC(=O)Nc4c(C)noc4C)cc3C(=O)N([C@@H](C)CO)C[C@H]2C)cc1	19.5
C[C@@H]1CN([C@H](C)CO)C(=O)Cc2cc(NS(=O)(=O)c3cn(C)cn3)ccc2O[C@@H]1CN(C)C(=O)Nc1ccc(F)cc1	30.2

An excerpt (hit frequency here may not be typical).
